Compound activity from PubChem BioAssay.
PI4K2A inh: blocks human PI4K2A kinase activity. Q9BTU6. purified PI4K2A, ADP-Glo luminescence, 1 h; hits give low values. activity change, negative = inhibition, % at 76.9 µM. 420,000 compounds, 0.13% hits. AID 1346378; in the data active = activity change below about -50%; inconclusive = mostly about -30% to -49%;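 also: -100% = wells without enzyme as full effect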
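In this quantitative HTS, ADP production by PI4K2A was quantified luminescently after 1 h at ambient temperature; 100 microM adenosine served as plate-quality control.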
HP1b binding inh: blocks HP1-beta chromodomain binding to methylated histone tails; AlphaScreen HP1-beta / biotin-H3K9me3 peptide binding; Potency, µM (titrated, usually from 114 µM), without a hit: at the highest dose activity change, negative = inhibition, most hits filed as inhibitors; P83916; 390,000 compounds, 0.56% hits; also: potency is read from the fitted curve at half-maximal effect; nearly all actives have a fitted effect of over 70% in size; inactives centre near 23
Target sequence (P83916 whole entry, looked up): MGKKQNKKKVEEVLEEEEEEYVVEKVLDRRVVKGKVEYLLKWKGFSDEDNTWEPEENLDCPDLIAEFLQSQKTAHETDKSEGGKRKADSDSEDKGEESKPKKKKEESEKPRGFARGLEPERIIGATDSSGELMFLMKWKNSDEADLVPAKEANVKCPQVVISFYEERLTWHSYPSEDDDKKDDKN
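AlphaScreen: HP1-beta (50 nM) preformed 30 min with biotin-H3(1-18)K9me3 peptide (50 nM) in PBS pH 7.4, 0.01% Tween-20. Compound added for 30 min at RT, then streptavidin donor/nickel chelate acceptor beads (10 ug/mL) for 30 min.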
BAZ2B inh: inhibitors of human BAZ2B bromodomain; Q9UIF8; AlphaScreen BAZ2B-H3K14Ac peptide displacement; Potency, µM (top dose mostly 114 µM), inactives show top-dose activity change, negative = inhibition, hits mostly inhibitors; 360,000 compounds, 4.4% hits; AID 504333; also: potency is read from the fitted curve at half-maximal effect; % is scaled to controls: 0 for no effect and ±100 for the full control effect; nearly all actives have a fitted effect of over 60% in size
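Compounds, titrated to a top concentration of 110 uM, were incubated 30 min at room temperature with preformed BAZ2B/acetyl-K14 H3 peptide complex (50 nM each). Proximity signal was measured by AlphaScreen after 20 min with beads.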
Pin1 inhibitor: blocks the human prolyl isomerase Pin1; Pin1 FP peptide displacement, HiFluor488, 10 min; Potency, µM (top dose mostly 115 µM), for inactives: at the top dose activity, negative = inhibition, hits mostly inhibitors; Q13526; 390,000 compounds, 0.009% hits; active = well fitted inhibition curve with a large enough effect in the polarisation, with a control signal flat, not every such curve was filed as active; inconclusive = small, poorly fitted or top-dose-only effect, or effect the other way, or a change in a side signal; inactive = no such curve, though single readings can be large or run the other way; the % refers to the polarisation; also: potency is read from the fitted curve at half-maximal effect; % is scaled to controls: 0 for no effect and ±100 for the full control effect
Target sequence (Q13526 whole entry, looked up): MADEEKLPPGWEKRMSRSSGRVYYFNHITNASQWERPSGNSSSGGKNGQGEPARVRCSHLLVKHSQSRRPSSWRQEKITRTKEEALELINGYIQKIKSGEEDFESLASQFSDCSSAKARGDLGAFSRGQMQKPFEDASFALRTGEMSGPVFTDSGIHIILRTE
JMJD2A Tudor: inhibitors of human JMJD2A Tudor domain | AlphaScreen JMJD2A-Tudor / H3K4me3 peptide binding | O75164 | AID 504339 | 390,000 compounds, 4.4% hits | Potency, µM (doses to about 114 µM), without a hit: top-dose activity change, negative = inhibition, hits mostly inhibitors; also: potency is read from the fitted curve at half-maximal effect; % is scaled to controls: 0 for no effect and ±100 for the full control effect; nearly all actives have a fitted effect of over 50% in size
GLS inh: glutaminase GLS (human) inhibition. O94925. GLS enzymatic activity, qHTS titration. Potency, µM (series often up to 45.5 µM), for the others: top-dose activity change, negative = inhibition, hits mostly inhibitors. 410,000 compounds, 0.21% hits. AID 624170; also: potency is read from the fitted curve at half-maximal effect; % is scaled to controls: 0 for no effect and ±100 for the full control effect
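Compounds were pin-transferred onto hKGA, after which L-glutamine (1 mM solution) and a detection mix of glutamate oxidase, HRP and Amplex Red were added. Initial and 30 min RT fluorescence reads were collected.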
G9a inh: blocks human histone lysine methyltransferase G9a; Potency, µM (highest dose often 102 µM), without a hit: at the highest dose activity, negative = inhibition, usual class: inhibitors; G9a H3K9 monomethylation, AlphaScreen, 2 h; 350,000 compounds, 8.8% hits; Q96KQ7; also: potency is read from the fitted curve at half-maximal effect; % is scaled to controls: 0 for no effect and ±100 for the full control effect; nearly all actives have a fitted effect of over 75% in size
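Using a bead-based AlphaScreen, monomethylated H3K9 product from 2 h room-temperature reactions (G9a 20 nM, peptide 500 nM, SAM 20 uM) was detected with 0.5 ug/mL rabbit anti-H3K9me1 antibody.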
Tb PGK inh: blocks T. brucei phosphoglycerate kinase; Potency, µM (top dose mostly 57.5 µM), for inactives: at the highest dose activity change, negative = inhibition, actives largely listed as inhibitors; P07378; AID 602233; PGK/GAPDH coupled, Kinase-Glo luminescence, 60 min; 380,000 compounds, 0.043% hits; also: potency is read from the fitted curve at half-maximal effect; % is scaled to controls: 0 for no effect and ±100 for the full control effect; nearly all actives have a fitted effect of over 60% in size
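Recombinant glycosomal PGK reaction used 1,3-bisphosphoglycerate generated in-well by GAPDH (100nM final) in 100mM TEA pH 7.6, 5mM MgCl2, 0.01% Tween-20. After 60 minutes at room temperature, ATP was read by Kinase-Glo Plus luminescence end-point.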
POLH inh: inhibitors of human DNA polymerase eta. Q9Y253. recombinant Pol eta, fluorescent DNA replication assay. Potency, µM (series often up to 114 µM), for the others: at the top dose activity change, negative = inhibition, actives largely listed as inhibitors. 390,000 compounds, 1.2% hits; also: potency is read from the fitted curve at half-maximal effect; % is scaled to controls: 0 for no effect and ±100 for the full control effect
Target sequence (Q9Y253 whole entry, looked up): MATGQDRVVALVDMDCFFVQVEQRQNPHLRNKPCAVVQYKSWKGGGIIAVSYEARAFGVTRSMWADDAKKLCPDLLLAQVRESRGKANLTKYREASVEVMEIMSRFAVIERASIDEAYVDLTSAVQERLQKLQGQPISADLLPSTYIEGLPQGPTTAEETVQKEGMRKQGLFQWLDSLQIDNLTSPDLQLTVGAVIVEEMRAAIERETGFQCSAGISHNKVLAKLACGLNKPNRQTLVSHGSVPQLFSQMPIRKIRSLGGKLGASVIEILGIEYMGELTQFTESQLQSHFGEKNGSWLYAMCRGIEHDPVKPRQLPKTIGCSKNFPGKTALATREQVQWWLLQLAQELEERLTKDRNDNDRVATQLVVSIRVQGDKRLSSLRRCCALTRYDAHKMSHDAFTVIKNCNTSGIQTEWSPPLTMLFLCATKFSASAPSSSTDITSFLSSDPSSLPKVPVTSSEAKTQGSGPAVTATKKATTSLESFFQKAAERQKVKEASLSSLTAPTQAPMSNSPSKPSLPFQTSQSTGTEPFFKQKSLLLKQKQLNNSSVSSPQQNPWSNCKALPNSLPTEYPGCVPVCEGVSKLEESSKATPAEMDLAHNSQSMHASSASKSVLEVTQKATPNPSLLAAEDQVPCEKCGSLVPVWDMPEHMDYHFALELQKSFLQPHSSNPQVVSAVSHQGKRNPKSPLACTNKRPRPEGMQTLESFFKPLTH
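Fluorescent replication assay: 50 nM final substrate added after a 15 min room-temperature compound preincubation with 10 nM enzyme. Signal taken at 0 min and again at 10 min.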
The depositor's hits bear a star; i = inactive; ? = inconclusive; · = no result given; [ ] = dose if it differs, or a comment. Unless noted, calls follow the shape of the dose curve; as a rule, active = well fitted curve in the direction sought with a large enough effect; inconclusive = small, poorly fitted or top-dose-only effect, or another doubt; inactive = no such curve, though single readings can be large; an effect the other way counts as inactive or inconclusive. The list is partial; the hit share may differ from the screen's.

POLH inh	PI4K2A inh	BAZ2B inh	JMJD2A Tudor	G9a inh	Tb PGK inh	Pin1 inhibitor	GLS inh	HP1b binding inh	compound
-30%	-6	2%	-11%	?	1%	?	3%	23%	COc1cc(C(=O)N(C)Cc2cccc(OC)c2OC)ccc1OCC(=O)Nc1cccc(C(F)(F)F)c1
7%	-2	?	-26%	?	-5%	0%	29%	22%	O=C(N1CCN(c2ccccc2)CC1)C12CC3CC(CC(C3)C1)C2
-14%	1	12%	-3%	-43%[59 µM]	i	2%	-11%	38%	COc1cc2c(cc1NC(=O)COc1ccc3ccccc3c1)oc1ccccc12
-13%	-6	?	?	?	-6%	21%	5%	?	CCOc1cccc(-c2cc(C(=O)N/N=C/c3ccc(OC)c(CN4CCOCC4)c3)c3ccccc3n2)c1
-8%	-1	-37%	11%	-4%	-8%	0%	6%	12%	CCOC(=O)c1c(C)[nH]c(C)c1S(=O)(=O)N1c2ccccc2CC1C (stereo not drawn)
-5%	3	-11%	-21%	-18%	2%	-4%	26%	27%	CCc1c(C)nc(SCC(=O)N2CCN(c3ccccc3)CC2)[nH]c1=O
-17%	-4	-37%	?	?	i	-1%	30%	1%	COc1ccc(N2CCN(C(=O)c3ccc(CNc4c(N5CCOCC5)c(=O)c4=O)cc3)CC2)cc1
-8%	3	-1%	-7%	-1%	-4%	-5%	-2%	7%	O=C(Nc1ccc(F)cc1)C1CC(=O)n2ncnc2N1 (stereo not drawn)
2%	-2	47%[activator]	65%[activator]	72%[activator]	5%	1%	8%	105%[activator]	O=S(=O)(c1ccc(F)cc1)N1CCN=C1SCc1cccc(F)c1
-6%	2	-20%	-19%	?	3%	-2%	4%	18%	CCCCc1c(C)nc2cc(-c3ccco3)[nH]n2c1=O
-19%	-2	9%	4%	33%	1%	-6%	-2%	26%	Cc1ccc2cccc(OCc3ccc(Br)cc3)c2n1
-7%	-18	-18%	-7%	24%	i	2%	-2%	44%[activator]	OCCC1CN(Cc2ccc(F)cc2)CCN1CCc1ccccc1 (stereo not drawn)
-16%	0	5%	?	?	i	-3%	0%	24%	Cc1cccc(NC(=O)CCC(=O)N/N=C/c2ccncc2)c1
-9%	1	10%	-8%	-2%	i	2%	3%	16%	Cc1ccc(/C=C/C(=O)N2CCN(c3cccc(C(F)(F)F)c3)CC2)cc1
-5%	2	·	5%	-11%[59 µM]	-7%	-4%	1%	26%	COC(=O)[C@@H](NC(=O)NCc1cccc(OC)c1)C(C)C
-8%	1	-1%	15%	-2%[2.33 µM]	-3%	1%	-1%	98%[activator]	Cn1c(SCc2c(F)cccc2Cl)nc2ccccc2c1=O
-1%	-2	-34%	-13%	-2%	-1%	0%	1%	33%	Cn1cc(S(=O)(=O)CC(=O)N2CCCc3ccccc32)c2ccccc21
-3%	2	0%	-2%	-4%[2.33 µM]	-20%	-7%	-6%	22%	CSc1ccc(-c2nnn(Cc3ccccn3)n2)cc1
-9%	-9	-1%	-1%	0%	-13%	-5%	8%	37%[activator]	O=C(Nc1ccc2ccccc2c1)c1ccccc1O
-14%	6	-15%	-14%	61%[activator]	-4%	-2%	-1%	10%	COc1ccc(CCN(C)C(=O)CCNC(=O)c2ccc(Br)cc2)cc1OC
-3%	-2	7%	-14%	·	·	-1%	15%	32%	CCn1ncc(CN2CCCC(C(=O)c3cccc(OC(C)C)c3)C2)c1C (stereo not drawn)
-13%	0	-9%	-11%	·	1%	-3%	4%	23%	CC(NC(=O)C(=O)N/N=C\c1cccc([N+](=O)[O-])c1)c1ccccc1 (stereo not drawn)
-4%	-1	-4%	-19%	21%[0.0925 µM]	-2%	-1%	12%	14%	COc1ccc(OC)c(-c2cc(C(=O)Nc3sc4c(c3C#N)CCC(C)C4)c3ccccc3n2)c1 (stereo not drawn)
1%	?	-24%	-12%	?	0%	?	-2%	36%	CCCCCN1C=CC(=C2C(=O)c3ccccc3C2=O)C=C1
18µM*	-1	50µM*	56µM*	32µM*	-17%	?	?	?	CCC(=O)Nc1ccc2nc3c(=O)[nH]c(=S)[nH]c3nc2c1
?	-1	7.9µM*	10µM*	?	16µM*	?	-23%	?	O=C(CSc1nc(-c2ccc(F)cc2)nc2c1Cc1ccccc1O2)Nc1ccc(C(=O)O)cc1
-20%	1	-16%	18%	·	i	-6%	0%	59%[activator]	CC1=C(C(=O)OCC2CCCO2)C(c2ccc(C)cc2)C2=C(CC(C)(C)CC2=O)N1 (stereo not drawn)
-8%	6	5%	-7%	?	-1%	-7%	3%	46%[activator]	Cc1noc(C)c1S(=O)(=O)N1CCCC(C(=O)N2CCN(C3CCCCC3)CC2)C1 (stereo not drawn)
-12%	-2	·	·	·	-1%	·	-6%	·	C[C@@H]1CN([C@@H](C)CO)C(=O)CCCn2nncc2CO[C@H]1CN(C)Cc1ccc2c(c1)OCO2
4%	6	-3%[57.1 µM]	-15%	17%[59 µM]	-2%	26%	-7%	3%	Cc1cc2nc(-c3ccc(SCc4ccc(C#N)cc4)nc3)[nH]c2cc1C
3%	-2	13%	-11%	1%[2.33 µM]	4%	3%	16%	28%	CN(C)C(=O)COc1ccc2ccc(=O)oc2c1
-10%	12	4%	-14%	8%	-3%	-11%	-11%	25%	COC(=O)c1cc(Br)c(=O)n(Cc2ccco2)c1
-6%	3	-3%	-7%	-23%[59 µM]	8%	2%	2%	37%	O=C(Cn1cnc2c(nc3n2CCCCC3)c1=O)Nc1ccc(F)c(Cl)c1
0%	-8	50µM*	56µM*	?	i	-2%	0%	0%	O=C(NC1=NCCS1)C12CC3CC(C1)CC(C(=O)NC1=NCCS1)(C3)C2
-8%	-5	·	·	·	-8%	·	-3%	·	COCCn1c(N)c(N(Cc2ccccc2)C(=O)C(C)Oc2ccc(Br)cc2)c(=O)[nH]c1=O (stereo not drawn)
-23%	1	-10%	-16%	-6%[59 µM]	5%	9%	4%	29%	Cc1ccc(NC(=O)C2CCCN(S(=O)(=O)c3cccc4cccnc34)C2)cc1Cl (stereo not drawn)
-3%	0	-5%	-4%	-20%[59 µM]	-6%	5%	13%	12%	CCOC(=O)c1[nH]c2ccc(C)cc2c1N=C(C)N(C)C
6%	-4	3%	-21%	16%[59 µM]	4%	3%	14%	20%	Cc1cc(C)c(OCC(=O)N/N=C/c2ccco2)c(C)c1
-4%	0	-1%	-17%	-7%[59 µM]	i	23%	-10%	6%	COC(=O)c1cc2sccc2n1CC(=O)Nc1ccc(C)cc1C
-17%	-2	·	-18%	·	-9%	-2%	-3%	29%	COc1ccc(/C=C/C(=O)OCC(=O)NCc2ccccc2Cl)cc1OC

4 entries from above, sorted by their value in POLH inh, ascending:
SMILES	POLH inh
Cc1ccc(NC(=O)C2CCCN(S(=O)(=O)c3cccc4cccnc34)C2)cc1Cl (stereo not drawn)	-23%
COc1ccc(/C=C/C(=O)OCC(=O)NCc2ccccc2Cl)cc1OC	-17%
O=C(Cn1cnc2c(nc3n2CCCCC3)c1=O)Nc1ccc(F)c(Cl)c1	-6%
CCCCCN1C=CC(=C2C(=O)c3ccccc3C2=O)C=C1	1%

Some of the entries so far, with two lines to a compound:
Results follow in this order: POLH inh, PI4K2A inh, BAZ2B inh, JMJD2A Tudor, G9a inh, Tb PGK inh, Pin1 inhibitor, GLS inh, HP1b binding inh
> COCCn1c(N)c(N(Cc2ccccc2)C(=O)C(C)Oc2ccc(Br)cc2)c(=O)[nH]c1=O (stereo not drawn)
    -8%, -5, ·, ·, ·, -8%, ·, -3%, ·
> CCCCCN1C=CC(=C2C(=O)c3ccccc3C2=O)C=C1
    1%, ?, -24%, -12%, ?, 0%, ?, -2%, 36%

Further results follow.
POLH inh	PI4K2A inh	BAZ2B inh	JMJD2A Tudor	G9a inh	Tb PGK inh	Pin1 inhibitor	GLS inh	HP1b binding inh	compound
8%	0	24%	-14%	-8%	i	0%	8%	30%	CC(=O)C(C)Oc1ccc2c3c(c(=O)oc2c1)CCCC3 (stereo not drawn)
-10%	3	4%	-4%	-33%[59 µM]	5%	-3%	3%	21%	Cc1noc(C)c1C(=O)OC(C(=O)NC1CCCC1)c1ccc(F)cc1 (stereo not drawn)
?	10	·	-14%	·	-5%	9%	-3%	24%	CN(c1ccccc1)S(=O)(=O)c1cccc(C(=O)OCC(=O)NCc2ccccc2)c1
-9%	-1	-25%	-10%	?	-1%	-1%	2%	43%[activator]	CCOc1ccc(C2/C(=C(\O)c3ccc4c(c3)OCCO4)C(=O)C(=O)N2CCN2CCOCC2)cc1OCC (stereo not drawn)
-16%	-18	-1%	-7%	23%	0%	-7%	3%	31%	CCOC(=O)C1=C(O)/C(=C\c2cccs2)N=C1C
-8%	5	5%	-11%	-27%	-1%	0%	-1%	15%	CCCN1C(=O)C(O)(CC(=O)c2ccc3c(c2)OCCO3)c2ccccc21 (stereo not drawn)
-13%	-1	?	?	50µM*	-3%	-2%	4%	-20%	COc1cccc(N2CCN(c3ccc(N4C(=O)CCC4=O)cc3[N+](=O)[O-])CC2)c1
-14%	6	4%	14%	10%	-8%	-9%	-5%	15%	COc1ccccc1C(=O)NC1CCN(C(=O)Nc2ccc(C)cc2)CC1
-13%	-2	-2%	32%	1%[59 µM]	3%	0%	0%	42%[activator]	COc1cccc(/C=N/n2cnc3ccccc32)c1OC
1%	-2	-17%	20µM*	-41%[12.7 µM]	6%	-1%	0%	31%	CC[N+]1(CC(O)COC2CC(C)CC(C)(C)C2)CCOCC1 (stereo not drawn)
-18%	5	1%	-5%[57.1 µM]	7%	-7%	-1%	-12%	23%	O=C1CSC(c2cccnc2)N1c1cccc(Cl)c1 (stereo not drawn)
-11%	3	4%	-12%	6%[59 µM]	-10%	3%	0%	29%	COc1cc(OC)cc(-n2c(=O)c3ccccc3n(CC(=O)NCCc3ccc(OC)c(OC)c3)c2=O)c1
